# Cav3 T inh: inhibitors of human Cav3.2 T-type calcium channel; B-score at 10 µM; O95180; AID 449739; Cav3.2-expressing cells, Fluo-4 calcium fluorescence FDSS; hits give low values; 4% of 100,000 active;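 active = single-dose well whose peak fluorescence ratio is a statistical outlier from its plate by either plate-standardised score or position-corrected B-score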
# Active calls of the source: *.
Cav3 T inh | canonical_smiles
-0.1 | CCOC(=O)c1[nH]c2ccc(OC)cc2c1NC(=O)CCN1CCc2ccccc2C1
-0.077 | Cc1ccc(NC(=O)CC2SCCNC2=O)cc1Cl (stereo unspecified)
0.61 | O=C(CSc1ncnc2nc[nH]c12)NCCc1ccccc1
1.2 | Cc1ccc(CNC(=O)CCNS(=O)(=O)c2ccc3c(c2)c(=O)n(C)c(=O)n3C)cc1
0.52 | CCOC(=O)c1[nH]c2ccccc2c1N=C(C)N(CC)CC
-1.2 | O=c1[nH]c(=O)n(Cc2ccco2)c2c1C(C(F)(F)F)(C(F)(F)F)N=C(c1ccc(F)cc1)N2
-0.48 | COc1ccc(N(CC(=O)NC2CCCC2)C(=O)CCC(=O)Nc2cc(C)on2)c(OC)c1
-1.4 | COC(=O)c1cc(OC)c(OC)cc1NC(=O)CCC1CCCC1
0.5 | COC(=O)c1nc(-c2ccc(C)cc2)oc1N(C)C
-0.84 | CC1CCc2nn(CC(=O)Nc3ccc(F)cc3F)cc2C1 (stereo unspecified)
0.97 | CCCCN1C(=S)NC[C@@H]1Cc1ccc(O)cc1
-1.9 | CCn1nnc(-c2ccccc2NS(=O)(=O)c2ccc(C(=O)OC)cc2)n1
0.58 | CCOc1ccccc1C(=O)N1CCN=C1SC
0.83 | CCCNC(=O)C1(CC2CC(c3ccccc3)=NO2)CCNCC1 (stereo unspecified)
0.51 | CCCCCn1c(SCC(=O)c2ccccc2)nc2cc(C(=O)NCc3ccco3)ccc2c1=O
-0.094 | Cc1c(NC(=O)c2ccccc2N)cccc1C(=O)O
-0.29 | COc1ccc(Nc2nc(C)cc(=O)[nH]2)cc1
-0.13 | O=c1cc(-c2ccccc2)c2ccccc2[nH]1
0.34 | C#CCNC(=O)C1=C[C@@H](C2CCCCC2)C[C@@H](OCCCCO)O1
0.15 | CCCN1Cc2cccc(C(=O)NCc3ccccc3OC)c2C1=O
-0.79 | O=C(O)CCCC(=O)N1CCN(c2nc(-c3ccccc3)c3ccccc3n2)CC1
-0.0048 | O=c1[nH]c2cc3c(cc2cc1C(c1nnnn1Cc1ccccc1)N1CCN2CCCC2C1)OCCO3 (stereo unspecified)
0.65 | c1cnc2ccc(C(c3nnnn3C3CCCCC3)N3CCN4CCCC4C3)cc2c1 (stereo unspecified)
0.39 | Nc1nc(-c2cccc(Br)c2)cs1
-0.51 | O=C(NC(=S)Nc1cccc(Cl)c1N1CCCC1)c1ccc(-c2cccc([N+](=O)[O-])c2)o1

# Next part, overlapping the part above by 2 compounds.
Cav3 T inh | canonical_smiles
0.39 | Nc1nc(-c2cccc(Br)c2)cs1
-0.51 | O=C(NC(=S)Nc1cccc(Cl)c1N1CCCC1)c1ccc(-c2cccc([N+](=O)[O-])c2)o1
0.85 | C=CCNC(=S)N/N=C/c1ccc(-c2cc(Cl)ccc2Cl)o1
0.21 | Cc1cccc(CS(=O)(=O)Cc2ccc(C(=O)O)o2)c1
0.014 | CS(=O)(=O)CCC(C(=O)n1nnc2ccccc21)N1C(=O)c2ccccc2C1=O (stereo unspecified)
0.44 | CC(Oc1ccccc1)C(=O)NC1CCN(Cc2ccccc2)CC1 (stereo unspecified)
0.056 | CCc1c(C(=O)N/N=C/c2ccc(C)o2)csc1C
0.051 | O=C(CCS(=O)(=O)c1ccc(Br)cc1)Nc1ccc2c(c1)OCO2
0.28 | CCOC(=O)CSc1nc2ccccc2c(=O)n1CC1COc2ccccc2O1 (stereo unspecified)
-3.1 | COc1ccccc1N(C(=O)c1snc(C(N)=O)c1N)C(C(=O)NC1CCCC1)c1ccco1 (stereo unspecified)
-0.48 | CCN(CC)c1nc(Nc2ccccc2)nc(Oc2ccc(=O)n(C)n2)n1
-1.3 | COc1ccc(C(=O)NCCCc2nc3ccccc3n2Cc2cc(C)ccc2C)cc1OC
-1.2 | COc1cc(NC(=S)N2CCN(C(c3ccccc3)c3ccccc3)CC2)cc(OC)c1
0.013 | CCC(CC)c1nnc(NC(=O)Oc2ccccc2)s1
0.23 | CCc1ccc(NC2=NCC(=O)N2c2ccc3c(c2)OCCO3)cc1
-0.027 | O=C(CN1CCN(S(=O)(=O)c2ccc(F)cc2)CC1)Nc1ccc2c(c1)OCCO2
0.24 | COc1ccc(-c2nnc(SCC(=O)Oc3ccc(C)cc3)o2)cc1
-0.84 | O=C(NCCc1ccccc1)[C@@H]1CC=C[C@@H]2CCN(Cc3ccccc3)C(=O)[C@@H]21
-1.1 | CS(=O)(=O)N1CCc2cc(C(=O)OCC(=O)c3ccccc3)ccc21
-0.4 | COc1ccc2[nH]c(=O)c(CN(Cc3nnnn3Cc3ccccc3)CC3CCCO3)cc2c1 (stereo unspecified)
0.87 | CCOC(=O)N1CCN(c2c(NCCCN(CC)CC)c(=O)c2=O)CC1
-0.96 | N#Cc1c(C(F)(F)F)cc(-c2ccccc2)nc1SCc1nc(N)nc(N2CCOCC2)n1
0.88 | N#CCCN1CCN(CCC#N)CC1
-0.85 | C=CCn1c(Cc2cccs2)nnc1SCC(=O)NCc1ccco1
-0.79 | CC(C)(C)c1ccc(OC(=O)c2cccnc2)cc1
-0.036 | NC(=O)CCn1nc(-c2ccccc2)c2ccccc2c1=O
-5.2* | CCc1cc(/C(Cc2csc(C)n2)=N/O)c(O)cc1O

# Cav3 T inh: hit marks shown above.
Cav3 T inh | canonical_smiles
-5.2* | CCc1cc(/C(Cc2csc(C)n2)=N/O)c(O)cc1O

# Further results:
Cav3 T inh | canonical_smiles
-2.4 | Cc1ccc(-c2nc3cnccn3c2Nc2ccc3c(c2)OCCO3)o1
0.68 | C=CCn1c(SCC(=O)c2ccc(CNC(C)=O)o2)nc2scc(C3CC3)c2c1=O
0.052 | COc1ccccc1Cn1c(=O)[nH]c2cccnc21
0.26 | O=C(NCc1ccc2c(c1)OCO2)C(c1ccco1)N(C(=O)c1csnn1)c1ccccc1 (stereo unspecified)
-1.5 | Cc1ccccc1OCCNC(=O)CNC(=O)c1ccccc1O
-0.25 | CN1CCC(=NNC(=O)C(=O)NC(C)(C)C)CC1
0.05 | CC(C)(C)OC(=O)N1CCN(C(=O)Cn2cc(CCO)nn2)CC1
-0.38 | CCOc1cccc(-c2nnc(SCC(=O)Nc3cccc(OC)c3)n2N)c1
-0.029 | C/C=C\C(=O)Nc1cccc(C2=NOC3(C2)C[C@@H](C(N)=O)N(C(=O)c2ccccc2)C3)c1 (stereo partly specified)
-1.3 | O=C(Nc1ccccc1)C1=C[C@H](c2ccc(C(F)(F)F)cc2)C[C@H](OCCCCO)O1
-2.2 | C=CC(COCc1ccccc1)N(C(=O)OC(C)(C)C)S(=O)(=O)c1ccccc1Br (stereo unspecified)
0.12 | COc1ccc2nc(NC(=O)c3ccoc3C)sc2c1
-1.5 | Cc1[nH]c2ccc(F)cc2c1CCN(Cc1ccncc1)C(=S)Nc1cccc(F)c1
0.93 | O=C(NCC1CCCO1)c1ccc2c(c1)C(=O)N(C1CCCCC1)C2=O (stereo unspecified)
0.27 | Oc1ccc2ccccc2c1CN1CCN(c2ccccc2F)CC1
-2.1 | O=c1cc2c(nn1Cc1ccc(Cl)cc1)-c1ccccc1CC2
0.22 | O=C(CCNS(=O)(=O)c1cccs1)NCc1ccccc1
-0.066 | COCCNc1nc(=S)[nH]c2cc(OC)c(OC)cc12
0.00036 | CN(C)c1ccc(N/C=C/C(=O)C(C)(C)C)cc1
-2.2 | O=C(c1cnn2c(C(F)(F)F)cc(-c3ccco3)nc12)N1CCCc2ccccc21
0.52 | CCCCOC(=O)C1=C(C)Nc2ncnn2C1c1cc(OC)c(OC)cc1OC (stereo unspecified)
-1.5 | Cc1nc2ccccc2n1-c1nc(-c2ccco2)cc(C(F)(F)F)n1
0.85 | Cc1nn(C)cc1NC(=O)CCSc1nc(-c2ccco2)cc(C(F)(F)F)n1
1.2 | Cc1cccc(C)c1OCc1nnc2c3cnn(C)c3ncn12
-0.23 | COc1cccc(NC2SC(=O)N(c3ccccc3)C2=O)c1 (stereo unspecified)
-7.3e-05 | c1ccc2c(c1)CCN(Cc1nnnn1Cc1ccc3c(c1)OCO3)C2
-0.53 | Cn1c(SCC(=O)OC2CCCCC2)nnc1-c1ccc2c(c1)OCO2
-3.9* | CCOC(=O)c1c(N2C(=O)Nc3cc(Cl)c(Cl)cc3N2O)sc2c1CCCCC2
-0.25 | Cc1cc(NC(=O)CCC(=O)N(c2ccccc2)C(C(=O)NC2CCCC2)c2ccncc2)no1 (stereo unspecified)
0.98 | Cc1ccc([N+](=O)[O-])c2cccnc12
-7.7* | CCOc1ccccc1NC(=O)CSc1nnc(-c2ccccc2Cl)n1Cc1ccco1
0.21 | Cc1ccc(NC2=NCCCCC2)cc1C
-0.33 | Cc1c(-c2ccccc2)[n+](=O)c2c(n1[O-])CCC2
-2.5 | CC(C)c1ccc(NC(=O)C(c2ccc3c(c2)OCO3)N2CCCCC2)cc1 (stereo unspecified)
0.68 | CCOC(=O)C1=C(C)NC(=O)CC1c1ccccc1 (stereo unspecified)
-0.016 | CN(C(=O)COc1cccc(Br)c1)C1CCS(=O)(=O)C1 (stereo unspecified)
-4.7* | Cc1cc(C(=O)NCCCN2CCN(c3cc(Cl)ccc3C)CC2)n(-c2ccccc2)n1
0.68 | CCCCOc1ncnc2c1[nH]c1ccccc12
0.85 | COc1cc2c(cc1OC)C(=O)CCS2
-0.31 | COc1cc(S(=O)(=O)NCC2OCCc3ccccc32)ccc1-n1cnnn1 (stereo unspecified)
-0.41 | CCOC(=O)c1ccc(N2C(=O)C3ON(c4ccccc4)C(c4ccco4)C3C2=O)cc1 (stereo unspecified)
0.17 | O=C(CCc1ccccc1)NCc1cccnc1
0.62 | COc1ccccc1Cn1c(-c2ccco2)nc2nc3ccccc3nc21
0.097 | NC(=O)c1ccccc1
-1.5 | COc1ccc(Nc2nc(-c3sc(N)nc3C)cs2)cc1
0.07 | CN1CCC(N(C)C(=O)CCc2nc3ccccc3c(=O)[nH]2)CC1
0.69 | CCN(CC)c1ccc(NC(=O)COc2ccc(C)cc2)cc1
-4.6* | COc1ccc(S(=O)(=O)C(C#N)c2nc3ccccc3nc2N2CCCC(C)C2)cc1 (stereo unspecified)
-0.97 | O=C(Nc1ccccc1-c1ccccc1)c1ccco1
2.1 | COc1cccc(CNC(=O)C(=O)NCC2CCCO2)c1 (stereo unspecified)

# The list goes on:
Cav3 T inh | canonical_smiles
-0.59 | O=C1N2CCCc3cccc(c32)C12Nc1ccccc1S2 (stereo unspecified)
-0.11 | COc1ccc(OC)c(NC(=O)CSc2nc(C)cs2)c1
-0.28 | Cc1ccc(SCCC(=O)NC(C)(C)C)cc1
-0.057 | COc1ccc(Nc2nnc(SCc3cc([N+](=O)[O-])cc4c3OCOC4)s2)cc1
-0.97 | Cc1cc(C)cc(NC(=O)N2CCC(c3nc4ccccc4o3)CC2)c1
0.041 | CCOc1cc(C2Nc3ccccc3C(=O)N2c2ccccc2)ccc1O (stereo unspecified)
-3.5 | CCOC(=O)CSc1nc(C2CC2)cc(-c2ccc(F)cc2)c1C#N
0.44 | COc1ccccc1Oc1ccc(S(=O)(=O)NCc2ccccn2)cc1
-0.57 | CCOc1ccc(C(=O)N(Cc2ccc(OC)cc2)Cc2cc3cc(OC)ccc3[nH]c2=O)cc1
-0.97 | NCCCC[C@H]1CNC(=O)C(=O)N1CCCCC1CCCCC1
0.081 | CN(C)CCCN1C(=O)CSC1c1ccccc1 (stereo unspecified)
-1.1 | COc1ccc(CCNC(=S)Nc2cccc(C)c2C)cc1
-0.14 | Cc1ccc(C(C(=O)NCc2ccco2)N(C(=O)CNC(=O)c2cccs2)c2ccc(C)cc2C)cc1 (stereo unspecified)
-0.25 | CCOC(=O)C1=C(C)OC(N)=C(C#N)C1c1ccc(OC)c(C)c1OC (stereo unspecified)
0.35 | CCOC(=O)Cc1nnc(NC(=O)c2ccco2)s1
0.0072 | CCOC(=O)C(CC)n1cnc2c(nnn2-c2ccc(OC)cc2)c1=O (stereo unspecified)
-2.2 | O=C(NCc1cccc(C(F)(F)F)c1)C1CC(c2ccccc2F)=NO1 (stereo unspecified)
-5.3* | O=C(NC1CCCCC1)C(c1cccs1)N(Cc1cccs1)C(=O)c1cccs1 (stereo unspecified)
-0.062 | COc1cc(Br)c(S(=O)(=O)Nc2c(C)n(C)n(-c3ccccc3)c2=O)cc1OC
-1.8 | O=C(c1ccc2ccccc2c1)N1CCN(c2ccc(O)cc2)CC1
-0.0088 | Cc1cc(C(=O)CN2C(=O)NC3(CCCc4ccccc43)C2=O)c(C)n1Cc1ccco1 (stereo unspecified)
-1.3 | CC(/C=N\Nc1nnc2c(n1)[nH]c1c(C)cccc12)=C\c1ccco1
0.94 | CCOc1cc(NC(=O)c2ccco2)c(OCC)cc1NC(=O)c1cc(OC)c(OC)c(OC)c1
0.27 | Nc1ccccc1OCCOCCOc1ccccc1N
-6.4* | CCOC(=O)C1Cn2c(nc3c(c2=O)C(C)(C)Cc2ccccc2-3)S1 (stereo unspecified)

# By substructure, those above with a thiophene ring, fused or not.
Cav3 T inh | canonical_smiles
0.056 | CCc1c(C(=O)N/N=C/c2ccc(C)o2)csc1C
-0.85 | C=CCn1c(Cc2cccs2)nnc1SCC(=O)NCc1ccco1
0.68 | C=CCn1c(SCC(=O)c2ccc(CNC(C)=O)o2)nc2scc(C3CC3)c2c1=O
0.22 | O=C(CCNS(=O)(=O)c1cccs1)NCc1ccccc1
-3.9* | CCOC(=O)c1c(N2C(=O)Nc3cc(Cl)c(Cl)cc3N2O)sc2c1CCCCC2
-0.14 | Cc1ccc(C(C(=O)NCc2ccco2)N(C(=O)CNC(=O)c2cccs2)c2ccc(C)cc2C)cc1 (stereo unspecified)
-5.3* | O=C(NC1CCCCC1)C(c1cccs1)N(Cc1cccs1)C(=O)c1cccs1 (stereo unspecified)

# (listing goes on)
Cav3 T inh | canonical_smiles
-1.6 | O=C(Nc1ccc(N2CCN(C(=O)c3ccco3)CC2)cc1)C(c1ccccc1)c1ccccc1
0.8 | N=c1c2c3c(sc2ncn1CCCN1CCOCC1)CCCCC3
-0.59 | CC(Oc1ccccc1F)C(=O)NCCN1CCCCC1 (stereo unspecified)
0.1 | Cc1cc(C)nc(NC2=NCC(=O)N2c2cc(Cl)cc(Cl)c2)n1
-3.3 | CNC(=O)c1cc(Nc2nnc(C)c3ccccc23)ccc1OC
0.64 | CCCNC(=O)c1ccccc1NS(=O)(=O)c1ccc2c(c1)OCCO2

# Screens: PubChem, Vanderbilt High Throughput Screening Facility

# Some of the compounds tested; the hit share may differ from the screen's.
